From PubChem BioAssay
CRFBP-R2 block: antagonists of CRF-BP/CRF-R2 complex, primary screen, cell-based, HEK293, calcium dye fluorescence, uHTS; CRF-induced calcium fluorescence; inhibition, % at 11.8 µM; 350,000 tested, 0.59% active; AID 588475, 2011;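 active = inhibition of the ligand-induced calcium signal above about 50% at the single tested concentration, limit read from the data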
VIM-2 inhibitor: VIM-2 metallo-beta-lactamase inhibitors, primary screen, biochemical, epi-absorbance readout, Pseudomonas aeruginosa enzyme; purified VIM-2, nitrocefin hydrolysis, epi-absorbance fluorescence; inhibition, % at 5.6 µM; 290,000 tested, 0.89% active;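 active = inhibition above the mean of all tested compounds plus 3 SD, cutoff set per screening run, cut at about 7.5% in these data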;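 also: red hydrolysis product quenches plate fluorescence so inhibitors raise well fluorescence; 0% = enzyme with DMSO and 100% = DMSO without enzyme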
GalR3 antag: GalR3 antagonists in HEK293 cells, primary screen, cell-based, fluorescence readout; Galanin receptor type 3 (Homo sapiens), O60755; HEK293 GalR3-CNG cAMP membrane potential fluorescence; galR3 body fused to GalR1 C-terminus; inhibition, % at 3 µM; 360,000 tested, 0.44% active; AID 651719, 2012;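 active = inhibition above the screen-wide average plus 3 SD, cut at about 13% in these data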;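 also: forskolin and galanin both at EC90 stimulate the cells; cAMP rise reported by CNG channel membrane potential dye signal; 0% = forskolin plus galanin with DMSO and 100% = forskolin alone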
IMP-1 inh: IMP-1 metallo-beta-lactamase inhibitors, primary screen, biochemical, epi-absorbance readout, Pseudomonas aeruginosa enzyme. inhibition, % at 5.6 µM. purified IMP-1, nitrocefin hydrolysis, epi-absorbance fluorescence. metallo-beta-lactamase IMP-1 (Pseudomonas aeruginosa). 290,000 tested, 0.45% active;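 active = inhibition above the mean plus 3 SD of all compounds in the same screening run, cut at about 4.5% in these data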;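 also: 0% = IMP-1 with DMSO and 100% = DMSO wells lacking enzyme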
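assay system = purified recombinant IMP-1 metallo-beta-lactamase enzyme | schedule = 15 min preincubation plus 25 min reaction at 25 °C | signal = Epi-absorbance fluorescence, 480 nm excitation, 530 nm emission | read-out basis = percent inhibition from optical density relative to buffer-blank wells | controls = IMP-1 with DMSO as 0%, enzyme-free DMSO as 100%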
IDE cell inh: human IDE inhibitors in live cells, primary screen, fluorescence polarization, HEK cells, FAbetaB substrate | Insulin-degrading enzyme (Homo sapiens), P14735 | FAbetaB cleavage | inhibition, % at 5.59 µM | 320,000 tested, 0.41% active | AID 434962, 2010;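 active = percent inhibition above the average of all tested compounds plus 3 SD, set per screening campaign, cut at about 16% in these data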;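 also: IDE supplied by intact live HEK cells; FP after avidin binding of uncleaved biotin substrate so inhibition keeps polarization high; 0% = DMSO wells and 100% = 60 µM reference IDE inhibitor Ii1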
SUMO HTRF inh: inhibitors of in vitro SUMOylation cascade, primary screen, biochemical, HTRF, uHTS. SUMO-conjugating enzyme UBC9 (Homo sapiens), P63279. HTRF SUMOylation assay, SAE1/SAE2 + UBC9. inhibition, % at 35 µM. 290,000 tested, 0.36% active. AID 2006, 2009; in the data active = inhibition above about 50%, passing the limit was not always enough; also: strong numbers were not always called active
HCV NS3 hel inh: inhibitors of HCV NS3 helicase, primary screen, biochemical, Cy5 molecular beacon fluorescence. Hepatitis C virus NS3 helicase. NS3 helicase DNA unwinding. inhibition, % at 10.9 µM. 290,000 tested, 0.56% active;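 active = inhibition above the mean of all tested compounds plus 3 SD, set per campaign, cut at about 35% in these data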;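 also: 0% = DMSO wells and 100% = thioflavine S control wells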
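Compound dosing – single dose, 10.9 µM nominal final, DMSO 0.8% final · System – NS3 helicase fragment of HCV · Buffer or medium – MOPS pH 6.5, MgCl2, DTT, Tween20, BSA · Signal – Cy5 beacon fluorescence read at start and 1 h · Also added – annealed dual-labelled DNA beacon duplex, ATP-started · Schedule – 1 h at 25 °C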
IDE cell activ: human IDE activators in live cells, primary screen, fluorescence polarization, HEK cells, FAbeta-B substrate; Insulin-degrading enzyme (Homo sapiens), P14735; FAbeta-B cleavage; 0% vehicle, 100% cell-free pure enzyme wells; 340,000 tested, 0.073% active; activation, % at 5.96 µM;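 active = activation above the mean of all tested compounds plus 3 SD, set per screening campaign, cut at about 17% in these data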
p-CIP stab down: p/CIP-EGFP fusion destabilizers, primary screen, fluorescence, F442A cells. decrease of EGFP signal, % at 10 µM. 16 h. Q05BA5. 290,000 tested, 0.01% active;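 active = EGFP signal decrease of at least 30% at 10 µM or well 3 SD below plate mean, unless failing retest; inactive = the rest, including hits failing retest or dose response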; also: some compounds called inactive have numbers as strong as hits; many of its hits are not listed in these tables
Target sequence (Q05BA5 1-1403): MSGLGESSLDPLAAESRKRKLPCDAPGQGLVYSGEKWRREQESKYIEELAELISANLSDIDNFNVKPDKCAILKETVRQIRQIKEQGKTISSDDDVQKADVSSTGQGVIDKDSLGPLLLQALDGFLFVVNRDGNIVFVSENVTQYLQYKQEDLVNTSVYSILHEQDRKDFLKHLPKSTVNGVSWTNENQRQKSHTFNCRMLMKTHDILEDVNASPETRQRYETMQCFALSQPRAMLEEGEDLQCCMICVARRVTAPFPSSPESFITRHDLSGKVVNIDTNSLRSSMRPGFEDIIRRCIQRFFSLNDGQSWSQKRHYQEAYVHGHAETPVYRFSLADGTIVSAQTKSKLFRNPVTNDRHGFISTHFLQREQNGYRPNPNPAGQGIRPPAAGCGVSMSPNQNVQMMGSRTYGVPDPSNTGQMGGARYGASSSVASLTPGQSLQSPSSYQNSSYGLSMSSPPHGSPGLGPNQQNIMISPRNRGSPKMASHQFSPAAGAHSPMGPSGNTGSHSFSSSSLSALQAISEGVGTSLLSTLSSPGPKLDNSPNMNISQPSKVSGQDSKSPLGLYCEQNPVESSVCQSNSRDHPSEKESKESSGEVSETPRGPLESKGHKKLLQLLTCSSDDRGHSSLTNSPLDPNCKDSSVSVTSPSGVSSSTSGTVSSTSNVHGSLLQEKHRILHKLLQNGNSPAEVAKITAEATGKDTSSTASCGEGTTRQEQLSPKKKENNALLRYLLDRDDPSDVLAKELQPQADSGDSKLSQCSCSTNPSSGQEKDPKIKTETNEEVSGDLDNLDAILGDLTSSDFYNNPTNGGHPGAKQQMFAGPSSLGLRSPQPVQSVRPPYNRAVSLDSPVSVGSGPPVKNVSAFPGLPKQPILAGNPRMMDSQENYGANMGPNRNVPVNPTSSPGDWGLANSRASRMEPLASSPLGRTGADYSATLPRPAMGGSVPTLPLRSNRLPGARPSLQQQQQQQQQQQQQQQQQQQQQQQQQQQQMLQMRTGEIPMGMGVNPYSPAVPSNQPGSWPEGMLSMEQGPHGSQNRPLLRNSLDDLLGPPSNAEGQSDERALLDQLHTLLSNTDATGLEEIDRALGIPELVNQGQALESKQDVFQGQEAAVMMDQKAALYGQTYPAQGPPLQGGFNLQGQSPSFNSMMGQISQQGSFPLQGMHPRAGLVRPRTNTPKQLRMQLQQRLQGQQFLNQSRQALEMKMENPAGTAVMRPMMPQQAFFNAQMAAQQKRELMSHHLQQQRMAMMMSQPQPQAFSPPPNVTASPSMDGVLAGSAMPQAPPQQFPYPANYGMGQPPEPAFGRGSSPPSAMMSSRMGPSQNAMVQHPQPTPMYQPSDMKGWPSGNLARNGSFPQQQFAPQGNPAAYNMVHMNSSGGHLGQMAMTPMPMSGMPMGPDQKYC
An asterisk follows results filed as active; x = not tested or not shown.

SMILES	CRFBP-R2 block	VIM-2 inhibitor	GalR3 antag	IMP-1 inh	IDE cell inh	SUMO HTRF inh	HCV NS3 hel inh	IDE cell activ	p-CIP stab down
Cc1cc(-n2cccn2)ccc1CN1CCN(CC(C)C)C(CCO)C1 (stereo unspecified)	-2	-3.2	-6	-3.0	-1	20	5	-2	0
N#CCCN1CCN(C(=S)c2ccc(-c3cccc(Cl)c3)o2)CC1	13	0.8	-8	-2.0	2	-8	24	4	-11
CCN(CC)c1ccc(S(=O)(=O)N(CC)CC)cc1NC(=O)c1cccnc1	-8	-1.6	-4	-2.2	-3	6	-3	1	-11
CCOC(=O)N1CCC(=NNC(=O)COc2ccc(OC)cc2)CC1	-1	0.4	-3	-3.1	2	2	-14	2	1
COc1cc(=O)n2c(-c3ccccc3)csc2n1	3	-1.2	-4	-3.5	8	12	-1	2	-2
CCCCNC(=O)C1c2ccccc2Oc2ccccc21	6	-0.6	-7	-2.4	2	11	0	3	-3
CNC(=O)c1sc(NCc2ccccc2OC)nc1C	-6	0.9	-7	-1.1	x	1	-2	-3	-5
COc1ccccc1NC(=O)Cc1noc(CSc2n[nH]c(N)n2)n1	-7	-4.7	-5	-4.4	-1	0	5	4	-9
Fc1ccc(N2CCN(c3cnc4ccccc4n3)CC2)cc1	-40	-0.5	-7	-4.2	3	-4	0	-4	-4
O=C(CCC(=O)N1CCOc2ccccc21)NCCCN1CCCCC1	0	-4.1	x	-4.3	2	9	-2	7	-4
Cn1c(=O)c2c(SCC(=O)NCc3ccco3)nc(CC(C)(C)C)nc2n(C)c1=O	-47	-2.2	x	-3.8	3	12	8	-7	-4
CCN(CC)S(=O)(=O)c1cccc(-c2cn3cccnc3n2)c1	5	-2.9	-2	1.8	-1	25	-1	1	-9

Continued; the last 2 above are carried over.
SMILES	CRFBP-R2 block	VIM-2 inhibitor	GalR3 antag	IMP-1 inh	IDE cell inh	SUMO HTRF inh	HCV NS3 hel inh	IDE cell activ	p-CIP stab down
Cn1c(=O)c2c(SCC(=O)NCc3ccco3)nc(CC(C)(C)C)nc2n(C)c1=O	-47	-2.2	x	-3.8	3	12	8	-7	-4
CCN(CC)S(=O)(=O)c1cccc(-c2cn3cccnc3n2)c1	5	-2.9	-2	1.8	-1	25	-1	1	-9
COc1cccc(-c2ccnc3[nH]n(-c4ccccc4)c(=O)c23)c1	2	-1.0	-7	-0.9	-2	4	13	3	2
COc1ccc(/C=C/C(=O)OCC(=O)NC2CCCC(C)C2C)cc1S(=O)(=O)N1CCOCC1 (stereo unspecified)	-10	-3.7	-3	-2.5	4	-2	4	1	9
COc1ccc(OC)c(/C=N\Nc2nccs2)c1	-8	x	-2	x	1	x	x	3	x
CC(=O)c1cccc(NC(=O)Nc2cnn(Cc3ccc(F)cc3)c2)c1	x	-0.1	-4	-0.2	x	6	-3	x	4
N/C(=N\c1nc2ccccc2o1)NC(=O)c1ccccc1Br	2	-3.5	-5	-3.9	1	29	-14	2	-12
Cc1cc(-c2ccccc2)c(C#N)c(N)n1	-10	-0.6	2	2.0	3	18	20	-2	-13
O=C(NCCCN1CCCC1=O)c1ccccc1NS(=O)(=O)c1ccc(Br)cc1	-11	-2.2	-2	-3.1	1	-14	2	2	-12
Cc1ccc(Nc2nc(CSc3nnc(-c4cccs4)o3)cs2)cc1	10	-0.5	0	-0.3	1	-19	-15	3	-8
COC(=O)\C(C(C)=O)=C(/C=C/C=C/N(C)C)N(C)C	9	-3.5	-2	-0.3	7	15	13	5	-9
CCc1ccc(OC(=O)CN2C(=O)c3ccccc3C2=O)cc1	10	4.2	1	0.2	2	12	-4	2	-3
Cc1ccc2c(CC(=O)NCc3ccco3)coc2c1C	8	-4.6	0	0.4	-8	-1	10	4	-4
Cc1c(Cl)cccc1NC(=O)CNc1ccccc1F	31	-1.1	-2	-2.2	2	0	-12	5	2

In the list so far, 2 contain a cyano group.
SMILES	CRFBP-R2 block	VIM-2 inhibitor	GalR3 antag	IMP-1 inh	IDE cell inh	SUMO HTRF inh	HCV NS3 hel inh	IDE cell activ	p-CIP stab down
N#CCCN1CCN(C(=S)c2ccc(-c3cccc(Cl)c3)o2)CC1	13	0.8	-8	-2.0	2	-8	24	4	-11
Cc1cc(-c2ccccc2)c(C#N)c(N)n1	-10	-0.6	2	2.0	3	18	20	-2	-13

More structures.
SMILES	CRFBP-R2 block	VIM-2 inhibitor	GalR3 antag	IMP-1 inh	IDE cell inh	SUMO HTRF inh	HCV NS3 hel inh	IDE cell activ	p-CIP stab down
COc1cccc(-c2nn3c(-c4cccc(C)c4)nnc3s2)c1	-67	1.1	-7	-1.3	5	6	-7	8	3
CC(C)=CCN1CCN(Cc2ccc(Oc3ncccn3)cc2)CC1CCO (stereo unspecified)	13	-2.5	2	-2.9	-9	7	1	1	-16
CCOc1ccccc1C(=O)N1c2ccccc2Sc2ccccc21	3	-1.5	-5	-3.2	2	6	-6	5	1
O=C(c1ccco1)N1CCC(c2ccccc2)C1 (stereo unspecified)	8	-1.3	-12	-3.9	-2	8	9	2	10
Cc1cccc(C(=O)OCC(=O)N2CCN(C(=O)c3ccco3)CC2)c1O	-9	x	-5	x	-1	x	x	-4	x
COC(=O)c1ccc(/C=N/n2cnnc2)cc1	-4	-2.4	-4	-4.1	-1	7	-4	-2	-1
Cn1c(SCC(=O)NCc2ccco2)nnc1-c1cccs1	17	-3.1	1	-4.3	-2	-6	0	1	-1
O=C(O)c1cccc([N+](=O)[O-])c1C(=O)Nc1nc2ccccc2s1	1	-3.2	-5	-2.4	1	4	-18	3	6
CCCC(=O)Nc1ccc2oc(-c3cccnc3)nc2c1	-17	-1.8	1	-1.5	2	48	-4	-4	0
COc1ccc(OC)c(C(c2nnnn2Cc2ccccc2)N2CCN(C)CC2)c1 (stereo unspecified)	-6	-2.7	-3	-4.8	-1	-2	-8	4	-5
CCC1CCCCN1CCCNC(=O)c1ccc2c(c1)c(C)c(C)n2C (stereo unspecified)	10	-2.3	-1	-2.1	-2	18	-12	4	-15
Cc1ccc(NC(=O)CNC(=O)c2ccc3c(c2)OCO3)nc1	0	-1.1	-2	-3.1	5	-4	13	3	-6
CCOC(=O)c1c(NC(=O)COC(=O)Cn2cnc3c2c(=O)n(C)c(=O)n3C)sc(C)c1CC	1	x	-5	x	11	x	x	-2	x
O=S(=O)(Nc1ccncc1)c1cc(Cl)c(Cl)cc1Cl	9	-2.5	-2	-1.9	1	18	6	4	-12
Cc1cccc(NC(=S)N2CCC(N(C)CC3CCCO3)CC2)c1 (stereo unspecified)	-5	-2.5	3	-4.2	-7	6	10	-3	-10
COc1ccc(CNC(=O)c2cc(-c3ccc(OC)c(OC)c3)on2)cc1	2	-0.9	-6	-0.9	6	-8	14	-2	0
O=C(Nc1cc(S(=O)(=O)N2CCOCC2)ccc1N1CCOCC1)c1cnccn1	19	0.0	-11	1.6	3	2	3	0	8
COc1ccc(NC(=O)COC(=O)c2c3c(nc4ccccc24)CCCC3)cc1	-10	0.4	-2	-1.7	0	3	-8	-1	5
Cc1sc(-n2c(C)cc(C=O)c2C)c(C(=O)O)c1C	-9	-3.8	-5	-2.7	5	8	4	-4	-1
O=S(=O)(c1ccc2nc(Cc3cccc(C(F)(F)F)c3)[nH]c2c1)N1CCOCC1	-7	-1.6	-1	-3.6	-2	-1	-5	5	-15
CCCCOc1ccc(Br)cc1/C(C)=N/NC1=NCCN1	-22	3.6	-12	-4.0	-1	6	-45	3	-17
O=c1n(Cc2ccc(Cl)cc2)c2sc3c(c2c2ncnn12)CCCC3	-12	-3.1	3	-2.4	1	-13	-4	-1	6
O=C(NCc1ccncc1)c1ccc(Br)cc1	-4	-2.7	-5	-0.7	0	-11	-6	6	0
CCC(C)(C)NC(=O)C1c2ccccc2Oc2ccccc21	34	-2.2	7	-2.1	1	9	-7	x	0

Four entries drawn at random from those above:
SMILES	CRFBP-R2 block	VIM-2 inhibitor	GalR3 antag	IMP-1 inh	IDE cell inh	SUMO HTRF inh	HCV NS3 hel inh	IDE cell activ	p-CIP stab down
CCC(C)(C)NC(=O)C1c2ccccc2Oc2ccccc21	34	-2.2	7	-2.1	1	9	-7	x	0
COc1ccc(CNC(=O)c2cc(-c3ccc(OC)c(OC)c3)on2)cc1	2	-0.9	-6	-0.9	6	-8	14	-2	0
O=c1n(Cc2ccc(Cl)cc2)c2sc3c(c2c2ncnn12)CCCC3	-12	-3.1	3	-2.4	1	-13	-4	-1	6
CCCCOc1ccc(Br)cc1/C(C)=N/NC1=NCCN1	-22	3.6	-12	-4.0	-1	6	-45	3	-17

(listing goes on)
SMILES	CRFBP-R2 block	VIM-2 inhibitor	GalR3 antag	IMP-1 inh	IDE cell inh	SUMO HTRF inh	HCV NS3 hel inh	IDE cell activ	p-CIP stab down
CN1CCN(c2ccc(NC(=O)N3CCc4ccccc43)cc2)CC1	-10	28*	-9	-2.9	2	-14	-1	5	4
O=C(NC(=S)Nc1cccc(C(F)(F)F)c1)c1ccc2nonc2c1	6	-4.7	-3	-1.7	4	1	2	x	-5
Cc1cc(C)n(-c2ncnc3sc4c(c23)CC(C)CC4)n1 (stereo unspecified)	12	-3.1	-3	-1.6	1	19	-3	6	-20
CN(C)c1ccc(CN(C(=O)c2cccs2)C2CCS(=O)(=O)C2)cc1 (stereo unspecified)	-7	1.1	-8	-2.9	1	-20	-7	-6	4
O=C(Nc1cccc(C(F)(F)F)c1)c1ccco1	10	-5.6	-4	-3.9	5	5	6	1	-10
Cc1ccc([C@@H]2[C@@H]3C(=O)N(C)C(=O)[C@@H]3[C@]3(C)C(=O)N(Cc4ccccn4)CC(=O)N23)o1	13	0.9	-6	-2.8	-1	0	22	3	6
NC(Cc1cccc2nsnc12)C(=O)O (stereo unspecified)	5	-3.1	4	-2.5	4	13	1	0	-2
CCOc1cc(/C=C2/C(=O)ON=C2C)ccc1O	3	-4.2	-11	-8.2	1	4	14	-2	7
